SIAH1 antagonists: Siah-1 peptide-binding antagonists, primary screen, biochemical, fluorescence polarization, rhodamine-plectin, uHTS (AID 1817); Siah-1 / rhodamine-plectin peptide fluorescence polarization; higher % means a stronger effect; one-dose displacement, % at 20 µM; IC50 in µM for titrated hits; hit rate 0.02% among 290,000;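 active = displacement of at least 50% at 20 µM, with a fluorescence ratio check between 0.3 and a set limit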;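 note: plate controls were Siah plus tracer with DMSO for no effect and tracer alone without Siah for full effect; strong numbers were not always called active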
HEK293 NOD2/NF-kB: NOD2 signaling inhibitors, cell-based, luminescence, uHTS, HEK293 (AID 1566) | HEK293 NOD2/NF-kB luciferase reporter, luminescence; higher % means a stronger effect | inhibition, % at 4 µM; hits with a dose series show EC50 in µM | hit rate 0.63% among 290,000; note: many of its hits are not listed in these tables
Myeloid diff 2: compounds promoting myeloid differentiation; ER-HoxA9 myeloid progenitors, lysozyme-GFP differentiation, flow cytometry; calls only at 10 µM; hit rate 1% among 360,000; AID 624256;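 active = normalized GFP-positive differentiation at or above the plate's own cutoff, the solvent-only control mean plus 3 SD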;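 note: cells exposed to compound for four days before flow analysis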
NOD1 NF-kB reporter: NOD1 signaling inhibitors, primary screen, cell-based, luminescence, uHTS (AID 1578). NOD1-driven NF-kB luciferase reporter cells, luminescence; higher % means a stronger effect. inhibition, % at 4 µM; hits with a dose series show EC50 in µM. hit rate 1% among 290,000; in the data active = inhibition mostly above about 36%, no sharp cut-off; inactive = mostly below about 34%;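 note: HEK-293T reporter cells stimulated with the NOD1 agonist gamma-tri-DAP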
KOR beta-arrestin-1: KOR antagonists, beta-arrestin recruitment, cell-based, luminescence, uHTS (AID 1778). one-dose inhibition, % at 10 µM; IC50 in µM for titrated hits. hit rate 0.091% among 290,000. KOR beta-arrestin recruitment, luminescence, antagonist mode; higher % means a stronger effect; note: strong numbers were not always called active
KOR beta-arrestin-2: kappa opioid receptor activators – cell-based, luminescence, uHTS, primary screen (AID 1777); KOR beta-arrestin recruitment, luminescence; higher % means a stronger effect; one-dose activation, % at 10 µM; EC50 in µM for titrated hits; hit rate 0.02% among 280,000; in the data active = activation above about 50%, passing the limit was not always enough; note: a part of the inactive calls stands beside numbers as strong as those of hits
HIV peptide binding: inhibitors of HIV fusion peptide binding, primary screen, biochemical, uHTS, fluorescence dequenching (AID 1986) | inhibition, % at 20 µM; hits with a dose series show IC50 in µM | hit rate 0.3% among 290,000 | cell-free peptide binding, fluorescence dequenching, 30 min; higher % means a stronger effect; in the data active = inhibition mostly above about 52%, no sharp cut-off; inactive = mostly below about 76%; note: some results filed as inactive read as strong as hits
LYP phosphatase: PTPN22 lymphoid phosphatase activity blockers – biochemical, fluorescence intensity, uHTS (AID 1779); recombinant LYP phosphatase, fluorescence intensity; higher % means a stronger effect; inhibition, % at 11.5 µM, or IC50 in µM where a hit was titrated; hit rate 0.054% among 290,000;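 note: plate controls were vehicle with enzyme for no effect and no enzyme for full effect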
Salmonella PhoP GFP: PhoP-dependent GFP reporter repression – Salmonella Typhimurium, primary screen (AID 1863); S. Typhimurium PhoP-regulated promoter GFP reporter, 4 h; higher % means a stronger effect; inhibition, % at 50 µM; hits with a dose series show IC50 in µM; hit rate 0.16% among 300,000;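 active = inhibition over 29.93%, a cutoff 3 SD above the screen mean, later confirmed by dose response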;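 note: 0% = low Mg2+ inducing control and 100% = high Mg2+ repressing control; strong numbers were not always called active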
Myeloid diff 2 GFP+ MAC1+ %: also measured in Myeloid diff 2; calls as there; GFP+ MAC1+ double positive, %; measured here: differentiation confirmed by MAC1 staining
An asterisk follows results filed as active; i = inactive; x = no result given; + = active, no number; & = joins results of further samples; [ ] = another dose, or the depositor's remark. Cut-off read from the data, not from the text of the source, unless noted: active = inhibition above about 50%; inactive = the rest. The list is partial. The share of hits here may be higher or lower than overall.

| molecule | SIAH1 antagonists | HEK293 NOD2/NF-kB | Myeloid diff 2 | Myeloid diff 2 GFP+ MAC1+ % | NOD1 NF-kB reporter | KOR beta-arrestin-1 | KOR beta-arrestin-2 | HIV peptide binding | LYP phosphatase | Salmonella PhoP GFP |
| --- | --- | --- | --- | --- | --- | --- | --- | --- | --- | --- |
| O=[N+]([O-])c1ccccc1S(=O)(=O)Nc1ccc2c(c1)OCCO2 | 1.2% | 13.8% | i | 0.9 | 15.0% | 15.4% | 0.9% | -0.2% | -11.9% | -1.2% |
| CC1CCN(C(=O)CCc2nnc(-c3ccccc3)o2)CC1 | 13.6% | -58.9% | x | x | -41.9% | -32.2% | -4.3% | 1.5% | -2.3% | -6.7% |
| Cc1ccnc(NC(=O)c2cccs2)c1 | 3.9% | -48.4% | i | 0.5 | -15.9% | 27.9% | -2.5% | -0.7% | -2.2% | 0.3% |
| O=C(Nc1cccnc1)OC1CCCCC1 | 1.3% | -18.5% | i | 0.4 | -58.4% | -2.5% | 0.7% | 0.1% | 5.2% | 1.3% |
| COc1ccc(NC(=O)NCc2ccncc2)c(OC)c1 | 0.4% | 14.8% | i | 1.3 | -3.2% | 33.9% | -2.4% | -1.8% | -2.4% | -0.9% |
| CSc1nnc(CNC(=O)c2ccccc2)n1-c1ccc(F)cc1 | 0.9% | 4.8% | i | 1.4 | -13.0% | 19.4% | -1.8% | 1.0% | -3.1% | 14.7% |
| COC(=O)C1(CCSC)NC(c2ccco2)C2C(=O)N(C)C(=O)C21 (stereo not drawn) | -1.0% | -0.2% | i | 0.6 | -7.2% | -9.8% | -3.8% | -1.7% | -0.7% | -17.6% |
| O=C(c1ccco1)n1nc(-c2ccc(Cl)cc2)nc1NCc1ccco1 | 2.9% | -10.4% | i | 0.5 | -20.5% | 26.8% | -1.1% | 1.2% | 1.8% | 2.2% |
| O=C(CCNc1ccc(Cc2ccncc2)cc1)c1cccc([N+](=O)[O-])c1 | 2.2% | 0.0% | i | 0.7 | -41.0% | 5.3% | -3.9% | -1.3% | -5.2% | 9.0% |
| S=c1[nH]nc(-c2ccc(Br)o2)n1Cc1ccccc1 | -2.3% | -6.2% | i | 6.4 | -13.1% | -4.4% | 0.7% | 5.6% | -2.2% | -13.3% |
| O=C(Nn1cnc2ccccc2c1=O)c1ccccc1[N+](=O)[O-] | -2.4% | 6.7% | i | 0.4 | -19.2% | -33.8% | 0.2% | -0.7% | -4.3% | -3.1% |
| Cc1cc(C)c(NC(=O)c2ccccc2C(=O)c2ccccc2)c(C)c1 | 9.3% | 14.4% | i | 0.3 | -20.6% | -0.2% | -1.6% | 0.6% | -4.0% | 0.3% |
| Cc1cc(NC(=S)NC(=O)c2ccco2)c2ccccc2n1 | 0.7% | -0.9% | i | 0.6 | -36.9% | 12.4% | 0.6% | 0.3% | 2.4% | 0.8% |
| O=C(CNC(=O)C1COc2ccccc2O1)N/N=C\c1cccc(O)c1 (stereo not drawn) | 3.8% | -4.3% | i | 0.5 | -17.5% | -13.2% | 1.9% | -2.2% | -3.7% | -12.4% |
| COc1ccc(N2C(=O)C3C4C=CC(c5ccccc5)(C3C2=O)C2C(=O)N(c3ccc(OC)cc3)C(=O)C42)cc1 (stereo not drawn) | 4.6% | 8.0% | i | 0.2 | -2.3% | 9.4%[20 µM] | x | 1.6% | 0.8% | 0.6% |
| Cc1ccc(OCC(=O)n2nc(C)cc2C)c(C)c1 | -1.1% | 12.3% | i | 0.5 | 3.1% | 17.0% | -0.5% | -0.2% | -9.8% | 0.4% |
| CC(NC(=O)COC(=O)C1CCN(S(=O)(=O)c2ccccc2C(F)(F)F)CC1)c1ccccc1 (stereo not drawn) | -2.6% | 9.4% | i | 0.4 | -4.1% | 2.8% | 4.0% | -1.9% | -7.0% | 11.4% |
| COc1ccc(/C=N/NC(=O)c2ccccc2[N+](=O)[O-])cc1CN1CCc2cc(OC)c(OC)cc2C1C (stereo not drawn) | -0.5% | 5.5% | i | 0.3 | -22.4% | -4.2% | -0.7% | -1.3% | -0.4% | -9.9% |
| c1ccc(Cc2nnc(N3CCOCC3)c3ccccc23)cc1 | -7.3% | -4.8% | i | 0.8 | 18.3% | x | -2.0% | -2.0% | -1.6% | -16.2% |
| Cc1cc(C(F)(F)F)n2ncc(C(=O)O)c2n1 | -5.2% | 1.8% | i | 2.3 | 13.4% | -27.0% | -6.4% | -1.3% | -9.3% | 9.0% |
| CCOc1ccc(CNC(=O)CCS(=O)(=O)Cc2cccc(Cl)c2)cc1OC | 1.7% | 2.1% | i | 0.3 | -27.8% | 9.0% | 7.3% | 2.6% | -4.4% | -7.5% |
| Cc1ccc(OCCCCc2c(C)n[nH]c2C)cc1 | 0.7% | -2.6% | i | 0.4 | 27.4% | 0.0%[20 µM] | -0.4% | -1.0% | -5.8% | 0.5% |
| CCN(CC)S(=O)(=O)c1ccc(S(=O)(=O)N2CCCC(C(=O)NC3CC3)C2)cc1 (stereo not drawn) | 6.4% | 28.6% | i | 1.0 | -5.1% | 9.4% | -3.6% | 2.1% | -5.2% | 1.1% |
| CC(CC(=O)Nc1ncc([N+](=O)[O-])s1)c1ccccc1 (stereo not drawn) | -9.9% | -57.7% | i | 0.0 | -19.5% | -2.3%[20 µM] | x | 1.1% | -3.9% | 4.3% |
| Cc1cc(NC(=O)CSc2nc3c([nH]c4ccccc43)c(=O)n2-c2ccccc2F)no1 | -7.7% | 19.6% | i | 2.9 | -0.3% | -15.9% | -2.0% | -0.6% | -0.6% | 11.4% |
| O=C(NCc1ccc(F)cc1)c1ccc[nH]1 | 9.0% | 19.6% | i | 0.3 | -19.5% | -9.5%[20 µM] | -6.4% | 1.7% | -11.4% | -9.1% |
| CCCc1cc(C(=O)N2CCC(N3CCC(C(=O)NC(C)C)CC3)CC2)n(C)n1 | 1.5% | 12.3% | i | 0.9 | -21.3% | -20.9% | -3.0% | 0.9% | -9.6% | 4.9% |
| CCOC(=O)N1CCN(C(=O)CS(=O)(=O)c2cn(Cc3ccc(Cl)cc3)c3ccccc23)CC1 | 2.8% | 16.8% | i | 5.3 | 5.4% | -26.7% | -3.3% | 2.0% | -2.8% | -0.6% |
| CC(C)C[C@H](NC(=O)N1CCn2c1nc1ccccc12)C(=O)NCc1ccccc1 | 0.6% | -1.6% | i | 0.9 | -10.7% | x | x | 0.1% | 4.5% | -2.4% |
| CC1CCN(c2oc(-c3ccccc3F)nc2C#N)CC1 | 3.2% | -26.0% | i | 3.2 | -35.8% | 14.8% | 0.2% | -1.2% | -12.8% | 3.0% |

Copied from the list.
`CCN(CC)S(=O)(=O)c1ccc(S(=O)(=O)N2CCCC(C(=O)NC3CC3)C2)cc1` (stereo not drawn) @ SIAH1 antagonists = 6.4%
`COc1ccc(N2C(=O)C3C4C=CC(c5ccccc5)(C3C2=O)C2C(=O)N(c3ccc(OC)cc3)C(=O)C42)cc1` (stereo not drawn) @ HEK293 NOD2/NF-kB = 8.0%
`COc1ccc(NC(=O)NCc2ccncc2)c(OC)c1` @ Myeloid diff 2 GFP+ MAC1+ % = 1.3

Back to the main list; the 2 compounds before the break are reprinted first.
| molecule | SIAH1 antagonists | HEK293 NOD2/NF-kB | Myeloid diff 2 | Myeloid diff 2 GFP+ MAC1+ % | NOD1 NF-kB reporter | KOR beta-arrestin-1 | KOR beta-arrestin-2 | HIV peptide binding | LYP phosphatase | Salmonella PhoP GFP |
| --- | --- | --- | --- | --- | --- | --- | --- | --- | --- | --- |
| CC(C)C[C@H](NC(=O)N1CCn2c1nc1ccccc12)C(=O)NCc1ccccc1 | 0.6% | -1.6% | i | 0.9 | -10.7% | x | x | 0.1% | 4.5% | -2.4% |
| CC1CCN(c2oc(-c3ccccc3F)nc2C#N)CC1 | 3.2% | -26.0% | i | 3.2 | -35.8% | 14.8% | 0.2% | -1.2% | -12.8% | 3.0% |
| CCCCN1C(=O)C(=O)N(CC(=O)N2N=C3/C(=C/c4ccco4)CCCC3C2c2ccco2)C1=O (stereo not drawn) | -3.6% | -20.2% | i | 1.2 | 10.6% | 36.6% | -5.6% | 4.9% | 9.2% | 1.0% |
| Nc1nnc(SCCCOc2ccc(F)cc2)s1 | 0.9% | 2.8% | i | 0.7 | -29.6% | -15.5% | 10.0% | 1.3% | -9.6% | 4.7% |
| NS(=O)(=O)c1cccnc1Nc1cccc(C(F)(F)F)c1 | 0.2% | -2.3% | i | 1.1 | -4.6% | -1.6% | -0.8% | 0.0% | -3.6% | 11.4% |
| COc1ccc(-c2n[nH]c(=S)n2-c2ccccc2C)cc1 | 7.0% | 13.2% | i | 0.4 | -29.6% | -23.2%[20 µM] | 1.5% | -0.6% | -4.3% | -4.4% |
| Cc1cccc(OCC(=O)Nc2ccc(C(=O)NCC(C)C)cc2)c1 | -6.9% | 6.2% | i | 0.4 | 5.4% | 0.7%[20 µM] | -0.1% | -0.9% | -8.9% | 5.8% |
| O=C(NC1CCCCC1)N1CCCC1 | -2.7% | 3.2% | i | 0.3 | -38.6% | 4.4% | -6.3% | 0.8% | -9.8% | -5.3% |
| Cc1cc(=O)oc2cc(OS(C)(=O)=O)ccc12 | 0.4%&-0.2% | 6.1%&8.5% | i | 0.5 | -9.9%&-31.9% | -8.3% | 4.0%&-1.5% | 0.0%&-1.1% | -3.2%&-3.1% | 1.6%&3.9% |
| COc1cccc(C2NC(=O)NC(C)=C2C(=O)OCC2CCCO2)c1 (stereo not drawn) | 0.1% | 6.1% | i | 0.3 | -18.1% | -3.0% | -4.2% | 2.5% | -3.0% | -2.1% |
| Cc1c(Br)c(O)c(Br)c2sc(=O)oc12 | 2.5% | 15.4% | i | 4.1 | -9.6% | 9.5% | 2.5% | 29.8% | 1.2% | -9.4% |
| CCc1csc(CCNC(=O)C2CCC(=O)N(Cc3ccccc3F)C2)n1 (stereo not drawn) | -0.3% | 10.0% | i | 0.6 | -18.2% | -14.2% | -0.6% | 1.6% | -13.3% | 3.2% |
| CC(=O)N1CCCc2ccc(NS(=O)(=O)c3ccc(C)c(C)c3)cc21 | -2.8% | 37.0% | + | 2.5* | 5.8% | -44.9% | 6.9% | 0.6% | -0.8% | -4.4% |
| COc1ccccc1C1C2CCCCC2(O)CCN1CC(=O)Nc1ccccc1 (stereo not drawn) | -5.1% | 19.6% | i | 7.2 | -1.7% | 8.1% | -1.7% | 1.9% | -5.5% | 2.3% |
| Cc1cc(-c2ccco2)n(CC(=O)NCc2ccccc2)n1 | 1.4% | 9.1% | i | 1.5 | -10.3% | 1.0% | -5.9% | 0.0% | -6.1% | -7.7% |
| CCC(C)C(NC(=O)c1ccccc1NC(=O)c1ccco1)C(=O)NNC(=O)c1ccncc1 (stereo not drawn) | -2.9% | 15.4% | i | 0.5 | -3.7% | -2.5% | 1.2% | 1.7% | -7.0% | -16.2% |
| COc1ccc(CNC(=O)C2CCCN(S(=O)(=O)c3c(C)noc3/C=C/N(C)C)C2)cc1 (stereo not drawn) | -0.9% | -2.1% | i | 4.8 | -16.9% | 13.1% | -6.1% | -1.1% | 1.9% | -6.1% |
| O=C(O)CN1CCN(Cc2cccc(Cl)c2)C1=O | 1.2% | 1.0% | i | 0.5 | -10.1% | 1.3% | -3.9% | -0.2% | -3.3% | 2.1% |
| Cc1cc(N)ccc1NC(=O)CN1CCOCC1 | 3.0% | 6.9% | i | 0.1 | 18.3% | -10.3%[20 µM] | 0.4% | 0.6% | -9.9% | 8.2% |

Screening data: PubChem, several laboratories
